miR122 inh – blocks miR-122 activity in Huh7 sensor cells. Huh7 miR-122 Renilla luciferase sensor, 48 h; neutral wells = 0, positive control = 100. activation (reporter increase), % at 12.5 µM. 340,000 tested, 0.3% active;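 active = mean replicate activation score at least 90 and every replicate individually at or above 90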;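 also: higher luciferase means less miR-122 activity so hits act as miR-122 inhibitors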
CFTR F508del cor – correctors of CFTR F508del function in bronchial epithelial cells. CFBE cells, YFP halide quenching; stimulated with forskolin plus potentiator P3; % fluorescence drop versus neutral controls. activity (quench increase), % at 7.58 µM. 350,000 tested, 0.36% active;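 active = mean added fluorescence quench of at least 8% versus neutral control, with both replicates also reaching 8%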;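 also: cells transiently co-express mutant CFTR-F508del with the halide-sensitive YFP; corrector assay measuring rescue of mutant channel to the surface after 24 h compound exposure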
* hit, by the source's call; [ ] = remark or other dose. A portion of the library, so the mix of outcomes need not match the whole.

Screening Cc1noc(C)c1S(=O)(=O)Nc1ccc2c(c1)C(=O)N([C@@H](C)CO)C[C@H](C)[C@H](CN(C)S(=O)(=O)c1c(C)noc1C)O2 returned miR122 inh 5[16.7 µM] and CFTR F508del cor -0.8.
For C[C@@H]1CN([C@H](C)CO)C(=O)c2cccc(NC(=O)Nc3ccc(F)cc3)c2O[C@H]1CN(C)S(=O)(=O)c1cn(C)cn1 the results were miR122 inh -4[16.7 µM] and CFTR F508del cor 1.4.
CCCN(C)C[C@@H]1Oc2cc(C3=CCCCC3)ccc2S(=O)(=O)N([C@@H](C)CO)C[C@H]1C was read as miR122 inh 2[16.7 µM] and CFTR F508del cor 0.3.
C[C@@H]1CN([C@H](C)CO)C(=O)c2cc(NC(=O)Nc3ccccc3)ccc2O[C@@H](C)CCCCO[C@H]1CN(C)S(=O)(=O)c1ccccc1 was read as miR122 inh -4[16.7 µM] and CFTR F508del cor -1.5.
For C[C@H]1CN([C@@H](C)CO)C(=O)c2cc(C#CC3CC3)cnc2O[C@@H]1CN(C)C(=O)c1ccncc1 the results were miR122 inh -2[16.7 µM] and CFTR F508del cor -0.8.
For CO[C@@H]1CN(C)C(=O)c2cc(NS(C)(=O)=O)ccc2OC[C@H](C)N(C(=O)NC(C)C)C[C@H]1C the results were miR122 inh -10[16.7 µM] and CFTR F508del cor 2.9.
Screening CCCC(=O)Nc1ccc2c(c1)C(=O)N(C)C[C@@H](OC)[C@H](C)CN(Cc1ccc(F)cc1)[C@H](C)CO2 returned miR122 inh -12[16.7 µM] and CFTR F508del cor -3.9.
`COc1cccc(CN(C)C[C@H]2OCc3cn(nn3)CCCC(=O)N([C@H](C)CO)C[C@H]2C)c1` gave miR122 inh -2[16.7 µM] and CFTR F508del cor -0.2.
For O=C(Cc1ccccc1)N1C[C@H]2[C@@H](c3ccccc31)[C@@H](CO)N2C(=O)C1CCCC1 the results were miR122 inh -25[16.7 µM] and CFTR F508del cor 2.0.
Screening CC(C)NC(=O)N(C)C[C@H]1Oc2ccc(NC(=O)CCCN(C)C)cc2CC(=O)N([C@@H](C)CO)C[C@@H]1C returned miR122 inh 15[16.7 µM] and CFTR F508del cor -2.6.
For O=S(=O)(Cc1ccccc1)N1CCCCN2[C@H](C1)[C@H](c1ccc(-c3ccccc3)cc1)[C@@H]2CO the results were miR122 inh -3[16.7 µM] and CFTR F508del cor -3.9.
`CC(C)CC#Cc1ccc2c(c1)O[C@H](CN(C)Cc1ccccc1)[C@@H](C)CN([C@H](C)CO)S2(=O)=O` gave miR122 inh 55[16.7 µM] and CFTR F508del cor 0.4.
Screening CNC[C@@H]1Oc2cc(C#CC3CCCCC3)ccc2S(=O)(=O)N([C@H](C)CO)C[C@H]1C returned miR122 inh -16[16.7 µM] and CFTR F508del cor -3.6.
For CC(=O)N(C)C[C@@H]1Oc2cc(C#CC3CC3)ccc2S(=O)(=O)N([C@H](C)CO)C[C@H]1C the results were miR122 inh 6[16.7 µM] and CFTR F508del cor -2.1.
C[C@H]1CN([C@@H](C)CO)C(=O)c2cccc(NS(=O)(=O)c3ccc(Cl)cc3)c2O[C@@H]1CN(C)S(=O)(=O)c1cn(C)cn1 was read as miR122 inh -4[16.7 µM] and CFTR F508del cor 0.8.
C[C@H]1CN([C@@H](C)CO)S(=O)(=O)c2ccc(C#CC3CC3)cc2O[C@H]1CN(C)C(=O)Nc1cc(F)ccc1F was read as miR122 inh 3[16.7 µM] and CFTR F508del cor 0.6.
Screening C[C@H](CO)N1C[C@H](C)[C@H](CN(C)S(=O)(=O)c2cccs2)Oc2ccc(NS(=O)(=O)c3cccs3)cc2CC1=O returned miR122 inh 9[16.7 µM] and CFTR F508del cor -1.4.
`CN1C[C@H]2[C@@H](c3ccccc31)[C@H](CO)N2Cc1ccccc1` gave miR122 inh -18[16.7 µM] and CFTR F508del cor 0.7.
CNC[C@H]1OCCCC[C@@H](C)Oc2ccc(NC(=O)c3ccccc3)cc2C(=O)N([C@@H](C)CO)C[C@@H]1C was read as miR122 inh 3[16.7 µM] and CFTR F508del cor -6.9.
For C[C@H]1CN([C@@H](C)CO)C(=O)c2cc(C#CCc3ccccc3)cnc2O[C@H]1CN(C)CC1CC1 the results were miR122 inh 1[16.7 µM] and CFTR F508del cor 0.5.

Some of these compounds in order of heavy-atom count, low to high.
`CN1C[C@H]2[C@@H](c3ccccc31)[C@H](CO)N2Cc1ccccc1` gave miR122 inh -18[16.7 µM] and CFTR F508del cor 0.7.
CCCN(C)C[C@@H]1Oc2cc(C3=CCCCC3)ccc2S(=O)(=O)N([C@@H](C)CO)C[C@H]1C was read as miR122 inh 2[16.7 µM] and CFTR F508del cor 0.3.
Screening CC(C)NC(=O)N(C)C[C@H]1Oc2ccc(NC(=O)CCCN(C)C)cc2CC(=O)N([C@@H](C)CO)C[C@@H]1C returned miR122 inh 15[16.7 µM] and CFTR F508del cor -2.6.

More structures follow:
For Cc1ccc(-c2ccc3c(c2)O[C@H](CN(C)Cc2cncnc2)[C@H](C)CN([C@H](C)CO)S3(=O)=O)cc1 the results were miR122 inh -26[16.7 µM] and CFTR F508del cor 0.6.
For CO[C@@H]1CN(C)C(=O)c2ccc(NS(C)(=O)=O)cc2OC[C@@H](C)N(C(=O)c2ccc3c(c2)OCO3)C[C@H]1C the results were miR122 inh 6[16.7 µM] and CFTR F508del cor 1.4.
Screening CCCC(=O)Nc1ccc2c(c1)C(=O)N(C)C[C@H](OC)[C@@H](C)CN(Cc1ccncc1)[C@@H](C)CO2 returned miR122 inh 5[16.7 µM] and CFTR F508del cor 0.5.
CCC(=O)Nc1ccc2c(c1)C(=O)N(C)C[C@H](OC)[C@@H](C)CN(C(=O)CN1CCOCC1)[C@H](C)CO2 was read as miR122 inh -21[16.7 µM] and CFTR F508del cor 0.7.
`CCCN1C[C@H](C)[C@@H](OC)CN(C)C(=O)c2cc(NC(=O)c3cccc(OC)c3)ccc2OC[C@@H]1C` gave miR122 inh -13[16.7 µM] and CFTR F508del cor -2.2.
For COc1ccc(S(=O)(=O)Nc2cccc3c2O[C@H](CN(C)C(=O)Nc2cccc4ccccc24)[C@@H](C)CN([C@@H](C)CO)C3=O)cc1 the results were miR122 inh -3[16.7 µM] and CFTR F508del cor 2.7.
`CCn1ccc(=O)c2cc3c(cc21)OCO3` gave miR122 inh -3 and CFTR F508del cor 0.7.
Screening O=C(c1ccc(F)cc1)N1CC[C@@H]2[C@H](CO)Nc3ccc(C#Cc4ccccc4F)cc3[C@@H]21 returned miR122 inh -5[16.7 µM] and CFTR F508del cor 2.9.
C[C@@H]1CN([C@@H](C)CO)S(=O)(=O)c2ccc(C#CC3CC3)cc2O[C@H]1CN(C)C(=O)C1CCCCC1 was read as miR122 inh 16[16.7 µM] and CFTR F508del cor -1.0.
`COc1cccc(-c2c(-c3cc(OC)cc(OC)c3)n(C)c3ccc(-c4ccc5[nH]ccc5c4)cc23)c1` gave miR122 inh 6 and CFTR F508del cor 3.9.
`O=C(C1CCC1)N1CCCCN2[C@H](CO)[C@@H](c3ccc(C#CC4(O)CCCC4)cc3)[C@@H]2C1` gave miR122 inh -5[16.7 µM] and CFTR F508del cor 1.0.
CCCN(C)C[C@@H]1Oc2ncc(-c3ccccc3)cc2C(=O)N([C@H](C)CO)C[C@H]1C was read as miR122 inh -12[16.7 µM] and CFTR F508del cor -1.9.
`CO[C@@H]1CN(C)C(=O)c2cc(NC(=O)c3cccc(Oc4ccccc4)c3)ccc2OC[C@@H](C)NC[C@@H]1C` gave miR122 inh -23[16.7 µM] and CFTR F508del cor 1.5.
For CCCC(=O)Nc1ccc2c(c1)OC[C@H](C)N(C(=O)c1ccccc1F)C[C@@H](C)[C@@H](OC)CN(C)C2=O the results were miR122 inh -9[16.7 µM] and CFTR F508del cor 1.6.
C[C@@H]1CN([C@@H](C)CO)C(=O)Cc2cc(NS(=O)(=O)c3ccc(F)cc3)ccc2O[C@H]1CN(C)Cc1ccc(Cl)c(Cl)c1 was read as miR122 inh 25[16.7 µM] and CFTR F508del cor -3.5.
`N#Cc1cccc(-c2ccc3c(c2)[C@H]2[C@H](CCN2Cc2cncnc2)[C@H](CO)N3)c1` gave miR122 inh 5[16.7 µM] and CFTR F508del cor 1.8.
For C[C@H]1CN([C@@H](C)CO)C(=O)c2cc(C#Cc3ccncc3)cnc2O[C@H]1CN(C)Cc1ccncc1 the results were miR122 inh 0[16.7 µM] and CFTR F508del cor -0.6.
C[C@@H]1CN([C@H](C)CO)C(=O)c2cc(NS(=O)(=O)c3cn(C)cn3)ccc2O[C@H]1CN(C)S(=O)(=O)c1cn(C)cn1 was read as miR122 inh 1[16.7 µM] and CFTR F508del cor -1.4.
`Cc1nc(-c2ccc(Cl)cc2)sc1C1(C)CC(c2ccc(C#N)cc2)=NO1` (configuration not stated) gave miR122 inh 6 and CFTR F508del cor 2.6.
COc1ccc(S(=O)(=O)N(C)C[C@@H]2Oc3ccc(NC(=O)NC(C)C)cc3C(=O)N([C@H](C)CO)C[C@@H]2C)cc1 was read as miR122 inh -4[16.7 µM] and CFTR F508del cor 1.4.

The closing 4 compounds of the part before come first, to join the parts:
For C[C@H]1CN([C@@H](C)CO)C(=O)c2cc(C#Cc3ccncc3)cnc2O[C@H]1CN(C)Cc1ccncc1 the results were miR122 inh 0[16.7 µM] and CFTR F508del cor -0.6.
C[C@@H]1CN([C@H](C)CO)C(=O)c2cc(NS(=O)(=O)c3cn(C)cn3)ccc2O[C@H]1CN(C)S(=O)(=O)c1cn(C)cn1 was read as miR122 inh 1[16.7 µM] and CFTR F508del cor -1.4.
`Cc1nc(-c2ccc(Cl)cc2)sc1C1(C)CC(c2ccc(C#N)cc2)=NO1` (configuration not stated) gave miR122 inh 6 and CFTR F508del cor 2.6.
COc1ccc(S(=O)(=O)N(C)C[C@@H]2Oc3ccc(NC(=O)NC(C)C)cc3C(=O)N([C@H](C)CO)C[C@@H]2C)cc1 was read as miR122 inh -4[16.7 µM] and CFTR F508del cor 1.4.
`Cc1ccc(S(=O)(=O)N(C)C[C@@H]2Oc3c(NS(=O)(=O)c4cn(C)cn4)cccc3C(=O)N([C@@H](C)CO)C[C@@H]2C)cc1` gave miR122 inh -7[16.7 µM] and CFTR F508del cor 2.0.
For C[C@H]1CN([C@@H](C)CO)S(=O)(=O)c2ccc(C#CC3CC3)cc2O[C@@H]1CN(C)C(=O)Nc1cc(F)ccc1F the results were miR122 inh 32[16.7 µM] and CFTR F508del cor 2.5.
For CO[C@@H]1CN(C)C(=O)c2ccc(NC(C)=O)cc2OC[C@H](C)N(C(=O)c2ccccc2F)C[C@H]1C the results were miR122 inh -21[16.7 µM] and CFTR F508del cor 2.4.
For CO[C@H]1CN(C)C(=O)c2cc(NC(=O)C3CCCC3)ccc2OC[C@@H](C)N(C(C)=O)C[C@H]1C the results were miR122 inh -22[16.7 µM] and CFTR F508del cor -1.5.
Screening C[C@@H]1CN([C@@H](C)CO)C(=O)CCCn2cc(nn2)CO[C@@H]1CN(C)Cc1ccccc1C(F)(F)F returned miR122 inh -6[16.7 µM] and CFTR F508del cor -3.2.
`CCC(=O)N1C[C@H](C)[C@H](OC)CN(C)C(=O)c2cc(NC(=O)c3cc(C)on3)ccc2OC[C@@H]1C` gave miR122 inh 10[16.7 µM] and CFTR F508del cor -2.2.
`C[C@H]1CN([C@@H](C)CO)C(=O)c2cc(Br)cnc2O[C@H]1CN(C)C(=O)c1ccc(F)cc1` gave miR122 inh -9[16.7 µM] and CFTR F508del cor -3.7.
For CO[C@@H]1CN(C)C(=O)c2cc(NC(=O)C3CCCC3)ccc2OC[C@@H](C)N(Cc2ccc(F)cc2)C[C@H]1C the results were miR122 inh -13[16.7 µM] and CFTR F508del cor -0.4.
For C[C@@H]1CN([C@H](C)CO)C(=O)c2cc(Br)cnc2O[C@@H]1CN(C)C(=O)C1CC1 the results were miR122 inh 3[16.7 µM] and CFTR F508del cor 0.7.
CC(=O)NC[C@@H]1[C@H](c2ccccc2)[C@H](CO)N1C(=O)Cc1ccncc1 was read as miR122 inh -14[16.7 µM] and CFTR F508del cor 2.8.
CO[C@@H]1CN(C)C(=O)c2cc(NC(=O)c3ccc(F)cc3)ccc2OC[C@@H](C)N(C(=O)CC2CC2)C[C@H]1C was read as miR122 inh -1[16.7 µM] and CFTR F508del cor -0.6.
Cc1ccc(C)c(S(=O)(=O)N2CC(=O)N(CCc3ccccc3)C(=O)C2)c1 was read as miR122 inh 22 and CFTR F508del cor -3.3.
CCC(=O)Nc1ccc2c(c1)C(=O)N(C)C[C@@H](OC)[C@@H](C)CN(C(=O)CN(C)C)[C@@H](C)CO2 was read as miR122 inh 4[16.7 µM] and CFTR F508del cor -0.1.
Screening Cc1ccc(OC(=O)N(C)C[C@H]2OCc3cn(nn3)CCCC(=O)N([C@@H](C)CO)C[C@H]2C)cc1 returned miR122 inh 0[16.7 µM] and CFTR F508del cor -3.3.
For C[C@H]1CN([C@@H](C)CO)C(=O)c2cc(-c3cccnc3)cnc2O[C@H]1CN(C)C(=O)C1CCCCC1 the results were miR122 inh -7[16.7 µM] and CFTR F508del cor -1.8.
For C[C@H](CO)N1C[C@H](C)[C@@H](CN(C)C(=O)C2CC2)Oc2ncc(C3=CCCC3)cc2C1=O the results were miR122 inh -4[16.7 µM] and CFTR F508del cor -0.4.
Screening C[C@@H]1CN([C@@H](C)CO)S(=O)(=O)c2ccc(-c3ccncc3)cc2O[C@H]1CN(C)C(=O)C1CCC1 returned miR122 inh 0[16.7 µM] and CFTR F508del cor -1.3.
CC(C)NC(=O)Nc1ccc2c(c1)CC(=O)N([C@@H](C)CO)C[C@H](C)[C@H](CN(C)S(=O)(=O)c1ccc(F)cc1)O2 was read as miR122 inh -4[16.7 µM] and CFTR F508del cor -3.1.
Screening C[C@@H]1CN([C@H](C)CO)C(=O)c2cc(NC(=O)CCCN(C)C)ccc2O[C@@H](C)CCCCO[C@@H]1CN(C)Cc1ccccc1 returned miR122 inh 7[16.7 µM] and CFTR F508del cor -0.2.

Source: PubChem (Broad Institute)
